FH mod: Identification of activators of human fumarate hydratase by quantitative high-throughput screening | 0.22% of 54,000 active | Fumarate hydratase, mitochondrial (Homo sapiens), P07954 | AID 1347055, 2019 | FH coupled MDH/diaphorase resazurin fluorescence, 15 min | Potency, µM (series often up to 79.9 µM), for inactives: at the highest dose activity change, negative = inhibition, most hits filed as inhibitors; note: the screen sought activators but most active calls are inhibition curves; nearly all actives have a fitted effect of over 45% in size
Target sequence (P07954 whole entry, looked up): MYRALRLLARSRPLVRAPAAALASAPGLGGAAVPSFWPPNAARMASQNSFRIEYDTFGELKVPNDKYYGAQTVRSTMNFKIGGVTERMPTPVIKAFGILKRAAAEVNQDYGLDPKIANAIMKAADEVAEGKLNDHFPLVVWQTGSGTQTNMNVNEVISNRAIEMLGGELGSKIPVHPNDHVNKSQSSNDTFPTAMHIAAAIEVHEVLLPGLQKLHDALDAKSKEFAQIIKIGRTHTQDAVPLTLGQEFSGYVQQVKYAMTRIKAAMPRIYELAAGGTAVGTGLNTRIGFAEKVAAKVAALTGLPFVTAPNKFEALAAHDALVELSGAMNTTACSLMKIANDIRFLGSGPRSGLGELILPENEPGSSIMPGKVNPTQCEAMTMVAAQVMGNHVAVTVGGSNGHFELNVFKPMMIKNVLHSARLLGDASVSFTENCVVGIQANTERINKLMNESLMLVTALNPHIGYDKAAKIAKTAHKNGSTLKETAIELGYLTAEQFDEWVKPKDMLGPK
NTMT1 inhibitor: Primary qHTS for Inhibitors of N-terminal methyltransferase 1 (NTMT1): MTaseGlo Assay; NTMT1 MTase-Glo SAH luminescence, purified enzyme; Potency, µM (titrated, usually from 114 µM), inactives show top-dose activity change, negative = inhibition, most hits filed as inhibitors; 2.5% of 59,000 active;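 note: plate controls were DMSO vehicle for no effect and no enzyme for full effect; nearly all actives have a fitted effect of over 65% in size; many of its hits are not listed in these tables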
Target sequence (Q9BV86 whole entry, looked up): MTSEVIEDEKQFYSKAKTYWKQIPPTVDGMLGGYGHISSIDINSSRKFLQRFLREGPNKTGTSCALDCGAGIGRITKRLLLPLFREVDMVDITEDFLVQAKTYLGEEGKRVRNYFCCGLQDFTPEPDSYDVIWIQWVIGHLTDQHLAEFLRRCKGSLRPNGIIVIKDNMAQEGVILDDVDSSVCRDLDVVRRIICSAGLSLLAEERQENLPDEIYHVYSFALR
Active calls of the source: *; ? = inconclusive; & = joins results of further samples; [ ] = another dose, or the depositor's remark. Calls come from the whole dose curve; as a rule, active = well fitted curve in the direction sought with a large enough effect; inconclusive = small, poorly fitted or top-dose-only effect, or another doubt; inactive = no such curve, though single readings can be large; an effect the other way counts as inactive or inconclusive. Unless noted, % is set by controls: 0 for no effect and ±100 for the full control effect; potency is the fitted concentration of half-maximal effect. This is a subset; the hit share may differ from the screen's.

Results follow in this order: FH mod	NTMT1 inhibitor
(1) C[C@@]12OC(=O)[C@]1([C@@H](O)[C@@H]1C=CCCC1)NC(=O)[C@H]2CCCl
    -3%[53.3 µM]	19%[57.5 µM]
(2) CC(C)(NC(=O)[C@@H](N)Cc1ccc(O)cc1)C(=O)N[C@@H](Cc1cc2ccccc2[nH]1)C(=O)N[C@@H](Cc1ccccc1)C(=O)O
    4%[13.5 µM]	-13%[12.6 µM]
(3) C[C@@H]1[C@@H](CC(C[C@H]2O[C@@H]3O[C@]4(C)CC[C@@H]5[C@H](C)CC[C@@H]([C@H]2C)[C@@]35OO4)C[S+](=O)([O-])c2ccc(COC(=O)N(C)C)cc2)O[C@@H]2O[C@]3(C)CC[C@H]4[C@H](C)CC[C@@H]1[C@@]24OO3 (some centres not stated)
    1%[53.3 µM]	-8%[57.5 µM]
(4) C=CCN1CC[C@]23c4c5ccc(O)c4O[C@H]2C(=O)CC[C@@]3(O)[C@H]1C5
    -2%[53.3 µM]	13%[57.5 µM]
(5) CN1C(=O)CN=C(c2ccccc2)c2cc(Cl)ccc21
    -4%[53.3 µM]	18%[57.5 µM]
(6) COC(=O)C12C(=O)C(C)(O)C(=O)C1(C)C(C)=CC1C34CCC(OC3=O)C(C)(CO)C4CCC12C (configuration not stated)
    -1%[53.3 µM]	1%[29.8 µM]
(7) c1cc2ccc3cccc4ccc(c1)c2c34
    -3%	3%
(8) NNc1ccccc1
    -2%[53.3 µM]	27%[57.5 µM]
(9) CC(=O)[O][Hg][c]1ccccc1
    -11%[53.3 µM]	2.8µM*
(10) CC12CCC3C(CCC4(O)CC(O)CCC34C=O)C1(O)CCC2C1=CC(=O)OC1 (configuration not stated)
    0%	16%[57.5 µM]
(11) C1CCC(NC2CCCCC2)CC1
    2%[53.3 µM]	-6%[57.5 µM]
(12) C=C[C@@H]1CN2CCC1C[C@@H]2[C@@H](O)c1ccnc2ccccc12 (some centres not stated)
    -8%[53.3 µM]	13%[57.5 µM]
(13) Clc1ccc(C(OCCN2CCCCC2)c2ccccc2)cc1 (configuration not stated)
    1%[53.3 µM]	?
(14) COC(=O)[C@]12CCC(C)(C)C[C@@H]1[C@@H]1C(=O)C=C3[C@@]4(C)C=C(C#N)C(=O)C(C)(C)[C@@H]4CC[C@@]3(C)[C@]1(C)CC2
    -1%[53.3 µM]	-21%[57.5 µM]
(15) CN1C(=O)C(Cc2ccc3ccccc3c2)N=C(c2ccc(O)cc2)c2cc(Cl)ccc21 (configuration not stated)
    -30%	-14%[57.5 µM]
(16) O=C(N[C@H]1N=C(c2ccccc2F)c2cccc3c2N(CC3)C1=O)c1cc2ccccc2[nH]1
    -6%[53.3 µM]	31%[activator][57.5 µM]
(17) C=CC(C)(C)C12C=C(O)C(=O)N3/C(=C\c4cnc[nH]4)C(=O)NC31N(OC)c1ccccc12 (configuration not stated)
    14%[53.3 µM]	-4%[29.8 µM]
(18) COC1C(O)C(OC2CCC3(C=O)C(CCC4C3CCC3(C)C(C5=CC(=O)OC5)CCC43O)C2)OC(C)C1OC1OC(CO)C(O)C(O)C1O (configuration not stated)
    3%[20.6 µM]	2%[12.6 µM]
(19) CC1CCCC(O)CC(=O)Cc2cc(O)cc(O)c2C(=O)O1 (configuration not stated)
    5%[53.3 µM]	-15%[29.8 µM]
(20) c1cc2c(cc1[C@H]1OC[C@H]3[C@H]1CO[C@H]3c1ccc3c(c1)OCO3)OCO2
    -2%[53.3 µM]	-17%[57.5 µM]
(21) CC(C)[N+](C)(CCC(C(N)=O)(c1ccccc1)c1ccccc1)C(C)C
    0%[53.3 µM]	40µM*
(22) c1ccc2c(c1)sc1ccccc12
    -2%[53.3 µM]	1%[57.5 µM]
(23) CC(C)C(=O)O[C@H]1[C@@H]2[C@H](C)C(=O)O[C@@H]2C[C@@H](C)[C@@H]2C=CC(=O)[C@]21C
    1%[53.3 µM]	3%[29.8 µM]
(24) C=C1C(=O)O[C@@H]2[C@H]3C(=C)[C@@H](O)C[C@H]3C(=C)C[C@@H](O)[C@@H]12
    -1%	1%[57.5 µM]
(25) COCC(=O)N(c1c(C)cccc1C)C(C)C(=O)OC (configuration not stated)
    1%[53.3 µM]	25%[57.5 µM]
(26) C[N+]1(C)[C@@H]2CC[C@H]1CC(OC(=O)C(CO)c1ccccc1)C2 (some centres not stated)
    1%[53.3 µM]	?
(27) Nc1ccccc1C(=O)OCC(O)CO (configuration not stated)
    0%[53.3 µM]	8%[57.5 µM]
(28) COc1ccc(C(=O)c2c(C)n(CCN3CCOCC3)c3cc(I)ccc23)cc1
    -17%[53.3 µM]	?
(29) C=C(CO)C(=O)O[C@H]1C/C(C)=C/CC/C(CO)=C/[C@H]2OC(=O)C(=C)[C@H]12
    -1%[53.3 µM]	9%[29.8 µM]
(30) COc1nn(CSP(=S)(OC)OC)c(=O)s1
    -10%	?
(31) CC(C)N[C@@H]1CCn2c(=O)[nH]c3cccc(c32)[C@@H]1O
    11%[53.3 µM]	-2%[57.5 µM]
(32) COc1ccc2c3c4n(c2c1)[C@@H](C=C(C)C)OOC(C)(C)C[C@@H]4N1C(=O)[C@@H]2CCCN2C(=O)[C@]1(O)[C@H]3OCC=C(C)C
    -4%[53.3 µM]	7%[29.8 µM]
(33) CN[C@@H](C)[C@H](O)c1ccccc1
    8%[53.3 µM]	13%[57.5 µM]
(34) COP(=S)(OC)Oc1ccc(S(=O)(=O)N(C)C)cc1
    1%[53.3 µM]	?
(35) COC1=C[C@@H]2[C@@H]3Cc4ccc(OC)c(O)c4[C@]2(CCN3C)CC1=O
    2%	?
(36) O=C(O)C(Cl)Cl
    1%[53.3 µM]	19%[57.5 µM]
(37) CCCN1CCO[C@H]2c3cc(O)ccc3OC[C@@H]21
    1%	-26%[57.5 µM]
(38) CC[C@]1(O)CC[C@H]2[C@@H]3CCC4=CCCC[C@@H]4[C@H]3CC[C@@]21C
    -9%[53.3 µM]	13µM*
(39) Cc1nc2ccccc2c(=O)n1-c1ccccc1Cl
    -1%	2%
(40) NC(=O)CN1CCCC1=O
    -3%&4%[53.3 µM]	13%[57.5 µM]

In another format: 16 of the compounds above.
no. | SMILES | FH mod | NTMT1 inhibitor
21 | CC(C)[N+](C)(CCC(C(N)=O)(c1ccccc1)c1ccccc1)C(C)C | 0%[53.3 µM] | 40µM*
22 | c1ccc2c(c1)sc1ccccc12 | -2%[53.3 µM] | 1%[57.5 µM]
23 | CC(C)C(=O)O[C@H]1[C@@H]2[C@H](C)C(=O)O[C@@H]2C[C@@H](C)[C@@H]2C=CC(=O)[C@]21C | 1%[53.3 µM] | 3%[29.8 µM]
24 | C=C1C(=O)O[C@@H]2[C@H]3C(=C)[C@@H](O)C[C@H]3C(=C)C[C@@H](O)[C@@H]12 | -1% | 1%[57.5 µM]
25 | COCC(=O)N(c1c(C)cccc1C)C(C)C(=O)OC (configuration not stated) | 1%[53.3 µM] | 25%[57.5 µM]
26 | C[N+]1(C)[C@@H]2CC[C@H]1CC(OC(=O)C(CO)c1ccccc1)C2 (some centres not stated) | 1%[53.3 µM] | ?
27 | Nc1ccccc1C(=O)OCC(O)CO (configuration not stated) | 0%[53.3 µM] | 8%[57.5 µM]
28 | COc1ccc(C(=O)c2c(C)n(CCN3CCOCC3)c3cc(I)ccc23)cc1 | -17%[53.3 µM] | ?
29 | C=C(CO)C(=O)O[C@H]1C/C(C)=C/CC/C(CO)=C/[C@H]2OC(=O)C(=C)[C@H]12 | -1%[53.3 µM] | 9%[29.8 µM]
30 | COc1nn(CSP(=S)(OC)OC)c(=O)s1 | -10% | ?
31 | CC(C)N[C@@H]1CCn2c(=O)[nH]c3cccc(c32)[C@@H]1O | 11%[53.3 µM] | -2%[57.5 µM]
32 | COc1ccc2c3c4n(c2c1)[C@@H](C=C(C)C)OOC(C)(C)C[C@@H]4N1C(=O)[C@@H]2CCCN2C(=O)[C@]1(O)[C@H]3OCC=C(C)C | -4%[53.3 µM] | 7%[29.8 µM]
33 | CN[C@@H](C)[C@H](O)c1ccccc1 | 8%[53.3 µM] | 13%[57.5 µM]
34 | COP(=S)(OC)Oc1ccc(S(=O)(=O)N(C)C)cc1 | 1%[53.3 µM] | ?
35 | COC1=C[C@@H]2[C@@H]3Cc4ccc(OC)c(O)c4[C@]2(CCN3C)CC1=O | 2% | ?
36 | O=C(O)C(Cl)Cl | 1%[53.3 µM] | 19%[57.5 µM]

Additional records
Results follow in this order: FH mod	NTMT1 inhibitor
(41) NC(=O)c1cc([N+](=O)[O-])cc([N+](=O)[O-])c1
    -3%[53.3 µM]	-11%[57.5 µM]
(42) Oc1ccc2c3c1O[C@H]1c4[nH]c5c(N=C=S)cccc5c4C[C@@]4(O)[C@@H](C2)N(CC2CC2)CC[C@]314
    -6%	?
(43) CC1=C2C[C@@H]3[C@@H](CC=C4C[C@@H](O)CC[C@@]43C)[C@@H]2CC[C@]12O[C@H]1C[C@H](C)CN[C@H]1[C@H]2C
    0%[53.3 µM]	?
(44) C/C=C(/C)C(=O)O[C@H]1C(C)=C2[C@H]([C@@H]1OC(=O)CCCCCCC)[C@@](C)(OC(C)=O)C[C@H](OC(=O)CCC)[C@@]1(O)[C@H]2OC(=O)[C@@]1(C)O
    ?	?
(45) CC(C)[C@@H](CN1CC[C@@](C)(c2cccc(O)c2)[C@@H](C)C1)NC(=O)[C@H]1Cc2ccc(O)cc2CN1
    -13%	4%[57.5 µM]
(46) O=C(O)/C=C\C(=O)O
    -7%[53.3 µM]	-15%[57.5 µM]
(47) CC(C)=CC1C(C(=O)OCN2C(=O)C3=C(CCCC3)C2=O)C1(C)C (configuration not stated)
    -2%[53.3 µM]	?
(48) CC(C)(N)Cc1ccc(Cl)cc1
    -7%[53.3 µM]	33%[activator][57.5 µM]
(49) COC(=O)[C@@H](N)CCCN=C(N)N[N+](=O)[O-]
    -2%&-2%[53.3 µM]	12%
(50) CC(C)(C)NC[C@H](O)c1ccc(O)cc1Cl
    -4%[53.3 µM]	39%[activator][57.5 µM]
(51) COP(=S)(OC)Oc1ccc(Sc2ccc(OP(=S)(OC)OC)cc2)cc1
    -5%[53.3 µM]	15%[57.5 µM]
(52) O=C1c2ccccc2C(=O)c2ccccc21
    5%[20.6 µM]	10%[29.8 µM]
(53) CN1CCC2=C(C1)c1ccccc1Cc1ccccc12
    -1%	2%[57.5 µM]
(54) CCOP(=S)(OCC)Oc1ccc2c(C)c(Cl)c(=O)oc2c1
    -15%[53.3 µM]	12%[57.5 µM]
(55) COc1cc(CCN)cc(OC)c1OC
    4%	22%
(56) C[N@@+]1(CC2CC2)CC[C@]23c4c5ccc(O)c4O[C@H]2C(=O)CC[C@@]3(O)[C@H]1C5
    11%	-5%[57.5 µM]
(57) O=c1[nH]c2ccc(Cl)cc2c(N[C@@H]2CN3CCC2CC3)c1-c1nc2ccccc2[nH]1
    7%	?
(58) CN1C(=O)c2ccccc2NC(=O)C1Cc1ccccc1 (configuration not stated)
    4%	2%[57.5 µM]
(59) Cc1cc(C(=O)CN2CCCC2)c(C)n1-c1ccc(F)cc1
    3%&4%	-4%&3%[57.5 µM]
(60) Cc1sc2c(c1C)C(c1ccc(Cl)cc1)=N[C@@H](CC(=O)Nc1ccc(O)cc1)c1nnc(C)n1-2
    -3%[20.6 µM]	?
(61) CCCC[N+]1(C)[C@@H]2CC(OC(=O)[C@H](CO)c3ccccc3)C[C@H]1[C@@H]1O[C@@H]12 (some centres not stated)
    9%	?
(62) C=C(C)[C@H]1O[C@H]2CC[C@@]3(C)[C@@](O)(CC[C@H]4[C@@H]5OC(C)(C)[C@H]6C[C@@H]7C(=C)Cc8c(Cl)cc9[nH]c(c5c9c8[C@@]76O)[C@@]43C)[C@]23O[C@@H]3[C@H]1O
    -4%[20.6 µM]	-2%[12.6 µM]
(63) C=CCN1CC[C@]23c4c5ccc(O)c4O[C@H]2[C@@H](O)CC[C@@]3(O)[C@H]1C5
    5%	19%[57.5 µM]
(64) N#CC(C#N)=Cc1ccc(O)c(O)c1
    ?	?
(65) C[C@]12CCC(=O)C(O)=C1CC[C@@H]1[C@H]3CCC(=O)[C@@]3(C)CC[C@@H]12
    11%[53.3 µM]	-28%[57.5 µM]
(66) Fc1cc(F)c2c(c1)[C@H]1C=CC[C@H]1C(c1cccnc1)N2 (some centres not stated)
    4%	4%[57.5 µM]
(67) CCC(C)C(C)(COC(N)=O)COC(N)=O (configuration not stated)
    4%[53.3 µM]	26%[57.5 µM]
(68) COCC1OC(=O)c2coc3c2C1(C)C1=C(C3=O)C2CCC(=O)C2(C)CC1OC(C)=O (configuration not stated)
    -4%	-8%
(69) C[C@@H]1CCC/C=C/[C@H]2C[C@@H](O)C[C@@H]2[C@@H](O)/C=C/C(=O)O1
    2%	12%[57.5 µM]
(70) CC[C@@H](CO)NC(=O)[C@@H]1C=C2c3cccc4c3c(cn4C)C[C@H]2N(C)C1
    -2%&0%[53.3 µM]	-25%[57.5 µM]
(71) C=C1CC[C@H]2[C@@H](/C=C(\C)C(=O)[C@@]3(OC(C)=O)C[C@H](C)[C@H](OC(=O)c4ccccc4)[C@@H]3[C@H]1OC(C)=O)C2(C)C
    -6%[53.3 µM]	19%[29.8 µM]
(72) CN(CC[C@H](N)CC(=O)N[C@H]1C=C[C@@H](n2ccc(N)nc2=O)O[C@@H]1C(=O)O)C(=N)N
    5%[13.5 µM]	8%[12.6 µM]
(73) N#Cc1ccc([C@H]2CCCC[C@H]2O)cc1C(F)(F)F
    2%	-3%[57.5 µM]

Screening results deposited in PubChem BioAssay by National Center for Advancing Translational Sciences (NCATS).
